# TLR9-MyD88 inh = inhibitors of TLR9-MyD88 association in cells, primary screen, cell-based, CHO, BLA complementation, fluorescence. Toll-like receptor 9 (Homo sapiens) + Myeloid differentiation primary response protein …. CCF4 FRET ratio. inhibition, % at 4.98 µM. hit rate 0.21% among 340,000. AID 504734, 2011;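 active = inhibition above the mean over all tested compounds plus 3 SD, cut at about 21% in these data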;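 also: 0% = DMSO only wells and 100% = clavulanate BLA inhibitor control wells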
# Target sequence (Q99836 whole entry, looked up): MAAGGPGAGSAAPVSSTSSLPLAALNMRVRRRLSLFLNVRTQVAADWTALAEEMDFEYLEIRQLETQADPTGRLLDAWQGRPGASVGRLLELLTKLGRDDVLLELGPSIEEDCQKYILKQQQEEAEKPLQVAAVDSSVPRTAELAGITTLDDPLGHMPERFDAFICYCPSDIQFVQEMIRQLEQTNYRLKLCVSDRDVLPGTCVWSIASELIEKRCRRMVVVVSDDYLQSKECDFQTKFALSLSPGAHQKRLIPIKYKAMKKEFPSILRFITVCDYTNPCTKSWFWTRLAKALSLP
# Target sequence (Q9NR96 whole entry, looked up): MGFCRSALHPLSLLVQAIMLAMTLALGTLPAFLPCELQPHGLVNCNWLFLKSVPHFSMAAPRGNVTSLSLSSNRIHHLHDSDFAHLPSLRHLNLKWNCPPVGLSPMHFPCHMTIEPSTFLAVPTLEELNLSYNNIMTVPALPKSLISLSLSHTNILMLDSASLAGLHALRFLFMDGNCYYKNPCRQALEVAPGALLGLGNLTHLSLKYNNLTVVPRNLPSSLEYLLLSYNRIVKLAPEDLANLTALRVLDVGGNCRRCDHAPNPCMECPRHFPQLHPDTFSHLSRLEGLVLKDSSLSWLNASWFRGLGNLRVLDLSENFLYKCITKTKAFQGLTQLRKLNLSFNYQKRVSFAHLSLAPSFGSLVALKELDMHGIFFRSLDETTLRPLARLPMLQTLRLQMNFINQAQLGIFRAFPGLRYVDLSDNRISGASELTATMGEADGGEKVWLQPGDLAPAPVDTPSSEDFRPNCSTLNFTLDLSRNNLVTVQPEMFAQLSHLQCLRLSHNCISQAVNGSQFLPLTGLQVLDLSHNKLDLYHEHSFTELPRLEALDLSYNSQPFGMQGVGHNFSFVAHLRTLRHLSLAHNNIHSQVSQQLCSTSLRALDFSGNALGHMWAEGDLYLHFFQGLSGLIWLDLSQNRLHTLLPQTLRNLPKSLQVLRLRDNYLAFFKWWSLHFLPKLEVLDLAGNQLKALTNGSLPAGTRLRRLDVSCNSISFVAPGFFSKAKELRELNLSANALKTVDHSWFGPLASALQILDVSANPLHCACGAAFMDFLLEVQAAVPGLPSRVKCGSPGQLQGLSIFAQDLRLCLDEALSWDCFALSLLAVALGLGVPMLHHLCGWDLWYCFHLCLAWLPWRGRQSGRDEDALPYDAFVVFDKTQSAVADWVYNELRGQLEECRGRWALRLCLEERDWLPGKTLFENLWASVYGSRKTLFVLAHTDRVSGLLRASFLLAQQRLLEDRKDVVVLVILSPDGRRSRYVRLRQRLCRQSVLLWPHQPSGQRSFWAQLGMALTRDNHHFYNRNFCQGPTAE
# NOD2 RIPK2 PPI = NOD2-RIPK2 binding disruptors in cells, primary screen, fluorescence, CHO cells, BLA complementation; Receptor-interacting serine/threonine-protein kinase 2 (Homo sapiens), O43353; CCF4 ratio; inhibition, % at 4.98 µM; hit rate 0.38% among 360,000; in the data active = inhibition above about 21%;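 also: 0% = vehicle only and 100% = reference blocker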
# MC4R antagonist = MC4R antagonists of cAMP signaling, primary screen, cell-based, TR-FRET, antagonist arm of biased-ligand search; Melanocortin receptor 4 (Homo sapiens), P32245; MC4R-expressing cells, MTII-stimulated cAMP, LANCE TR-FRET; inhibition, % at 6.5 µM; hit rate 0.48% among 360,000; AID 540295, 2011;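 active = inhibition above its plate's cutoff, the mean of tested wells on that plate plus 3 SD, cut at about 29% in these data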;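 also: 0% = Melanotan II alone and 100% = Melanotan II plus saturating MCL0020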
#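 Material: human MC4R-expressing U2OS cells. Probe or stimulus: Melanotan II challenge. Dosing: 6.5 µM single dose. Times: 30-min compound, 1-h challenge, 1-h detection, room temperature. Technique: TR-FRET with Eu-cAMP and labeled anti-cAMP, 671 nm. Replication: singlicate.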
# aDG glyco up = activators of alpha-DG glycosylation, primary screen, uHTS, Pro5-aDG cells, AlphaScreen; alpha-DG glycosylation AlphaScreen (IIH6); 0% Pro5, 100% B10-LARGE cell signal; activation, % at 10 µM; hit rate 0.22% among 360,000; AID 624168, 2012;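 active = activation of at least 8% versus controls, or a plate z-score of at least 8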;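 also: Pro5 are CHO cells carrying HIG-tagged alpha-DG that lacks glycosylation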
# Exocytosis inh = LAMP-1 surface exposure blockers, TALL-104 cells – cell-based, flow cytometry, MLPCN library, primary screen. TALL-104 LAMP-1 surface exposure; cells stimulated with thapsigargin and PMA. inhibition, % at 10 µM. hit rate 0.66% among 360,000. AID 651702, 2012;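 active = inhibition above about 55%, limit read from the data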
# MC4R ag barr = MC4R agonists recruiting beta-arrestin, primary screen, cell-based, luminescence, agonist arm of biased-ligand search. Melanocortin receptor 4 (Homo sapiens), P32245. U2OS MC4R beta-arrestin complementation; percent of melanotan II response, DMSO zero. activation, % at 8.9 µM. hit rate 0.98% among 360,000. AID 540308, 2011;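 active = activation above a per-plate cutoff, the mean activation of sample wells on that plate plus 3 SD, cut at about 8% in these data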
# N-glyco inh = increase of ERlucT glycosylation luciferase signal, primary screen, N-linked glycosylation inhibitor project, D54 ERlucT cells, luminescence, set 2; AID 588692, 2011; D54 ERlucT glycosylation luciferase reporter, 24 h; percent of 100 nM tunicamycin response; reporter increase, % at 12.5 µM; hit rate 0.23% among 360,000;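 active = mean luciferase reporter signal, scaled so untreated is 0 and the glycosylation-blocking control 100, at or above a set limit in every replicate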;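 also: luciferase carries N-glycosylation sites so blocking glycosylation raises the light; 0% = median of neutral control wells and 100% = median of 100 nM tunicamycin wells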
# ABHD5-PLIN5 inh = ABHD5-PLIN5 interaction inhibitors, primary screen, cell lysate, split luciferase complementation, luminescence; Split G. princeps luciferase complementation, 4 h; hit rate 0.78% among 360,000; inhibition, % at 4 µM;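 active = inhibition above the mean inhibition across every tested compound plus 3 SD, cut at about 22% in these data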;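 also: 0% = DMSO only wells and the 100% control is not disclosed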
# ABCB6 inh 2 = ABCB6 transporter inhibitors, primary screen, K562-ABCB6 cells, flow cytometry, MLPCN library | hit rate 0.19% among 360,000 | K562-ABCB6 porphyrin accumulation, 1 h; active compounds read low | AID 602162, 2011 | fluorescence ratio to DMSO, % at 10 µM | ATP-binding cassette sub-family B member 6 (Homo sapiens), Q9NP58;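 active = fluorescence ratio to DMSO below 75%, the collection mean minus 3 SD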;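 also: signal is porphyrin accumulated inside mitochondria; 100% equals median channel fluorescence of DMSO control wells; lower ratio means ABCB6 inhibition with less porphyrin fluorescence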
# Vif inh = HIV Vif self-association inhibitors, primary screen, imaging, HEK293T, single point; inhibition, % at 7.49 µM; hit rate 0.35% among 340,000; HEK293T cells, Vif self-association by quenched fluorescence, 24 h; AID 602346, 2012; in the data active = inhibition above about 50%, passing the limit was not always enough; also: some results filed as inactive read as strong as hits
# * = called active by the depositor; . = no result given; & = joins results of further samples.
# Fields – TLR9-MyD88 inh	NOD2 RIPK2 PPI	MC4R antagonist	aDG glyco up	Exocytosis inh	MC4R ag barr	N-glyco inh	ABHD5-PLIN5 inh	ABCB6 inh 2	Vif inh
Cc1ccnc(NC(=O)C(C)N2C(=O)c3ccccc3C2=O)c1 (stereo unspecified)
 : -9	-1	7	-0.2	-1	1.3	2	0	100	4
COc1ccc([C@H]2N[C@]3(CCCN(Cc4ccc(Br)cc4)C3=O)[C@H]3C(=O)N(C)C(=O)[C@@H]23)cc1
 : -6	-9	4	0.1	9	-2.0	-2	4	96	-2
O=C(C1CCCC1)N1CCCC(Nc2ccc(F)cc2)C1 (stereo unspecified)
 : 6	11	3	-0.1	-1	-1.3	-2	4	96	-6
C[C@@H](C(=O)O)[C@H]1C[C@]1(C)[C@H](NC(=O)OCc1ccccc1)c1ccccc1
 : -1	-1	4	0.0	-1	-1.8	-2	-1	90	-2
O=c1cc(Cl)[nH]n(-c2ccccc2)c1=O
 : -18	-3	3	-0.1	-3	0.8	3	-3	103	-7
CCOCC(=O)Nc1nc(-c2ccccc2)c(CC)s1
 : -1	2	-2	0.4	-4	-0.5	2	-7	103	5
CC(=O)CSc1ncnc2sc3c(c12)CCCC3
 : 4	-2	-2	-0.1	3	0.1	-2	-2	100	-23
COc1ccc(S(=O)(=O)N(C)c2ccc(C(=O)Nc3cccnc3)cc2)cc1OC
 : -1	-6	-7	-0.3	-3	-1.7	-6	-3	96	-8
CC1CN(C(=O)CCn2c(=O)oc3ccccc32)CC(C)O1 (stereo unspecified)
 : -5	-12	10	-0.1	0	-1.8	1	7	83	2
O=S(=O)(/N=C(/Nc1cc(N2CCOCC2)ncn1)c1ccc(F)cc1)c1ccccc1
 : 3&-4	-10&4	7&8	0.1&-0.2	-4&-1	-2.5&5.5	3&1	0&0	93&101	-1&7
COc1ccc(C)cc1S(=O)(=O)Nc1cccc(SC)c1
 : 6	3	4	0.1	1	0.8	-5	-1	101	-14
COc1ccc(OC)c(NC(=O)CNC(=O)Cn2cnc3ccccc3c2=O)c1
 : -15	6	-1	-0.2	0	-0.3	1	0	96	1
CCCCc1nnc(NC(=O)CSCc2cc(=O)n3ccsc3n2)s1
 : -1	-7	13	0.4	-6	-1.8	-3	0	96	-4
CCn1cc(C(=O)NC(=S)Nc2ccccc2Br)cn1
 : 7	-3	-2	0.0	1	-4.4	0	0	97	-10
O=S(=O)(c1ccccc1)N1CCN(C(=S)Nc2ccccc2Cl)CC1
 : -14	-3	-1	0.1	2	2.3	2	-2	100	-15
CCOc1ccccc1OCCCC(=O)N1CCN(S(=O)(=O)c2ccc(C)cc2)CC1
 : -10	-5	6	-0.2	-4	-1.2	1	2	95	3
CCCc1cc(-c2ccc(O)c(OCC)c2)c(C#N)c(N)n1
 : 2	-13	2	-0.1	5	0.2	4	11	93	.
COc1ccc(NC(=O)CN2C(=O)COc3ccc(S(=O)(=O)N4CCOCC4)cc32)cc1Cl
 : 0	14	-3	0.2	-2	-2.8	1	8	93	-3
CSC1=NCCN1C(=O)C(C)(C)Oc1ccc(Cl)cc1
 : 6	-10	6	0.0	6	1.6	-2	-1	102	4
Cc1nnc(SCC(=O)Nc2ccccc2F)n1Cc1ccco1
 : -4	-8	2	0.5	-2	0.0	0	-2	101	-2
CCN(c1ccccc1)S(=O)(=O)c1cccc(C(=O)NCC(c2ccc(F)cc2)N2CCOCC2)c1 (stereo unspecified)
 : 1	4	2	0.3	2	-3.8	-3	-5	95	-17
Cc1ccc(/C=C/C(=O)OCC(=O)N2CC(=O)Nc3ccccc32)o1
 : 6	-2	-13	-0.1	4	0.9	4	14	106	-19
CCn1c(=O)n(CCc2ccccc2)c(=O)c2c3c(sc21)CCCC3
 : 5	-5	1	0.3	0	0.1	-1	6	101	20
O=C(CNc1ccccc1)N/N=C/c1ccc2c(c1)OCO2
 : -8	-4	8	0.1	-2	-1.3	2	0	97	-6
O=S(=O)(c1ccccc1)N1CCN(C(=S)NCc2ccccc2)CC1
 : 4	5	5	-0.2	7	-0.1	-3	4	89	18
O=C(O)c1cc(=O)[nH]c2c(Cl)cccc12
 : -5	-1	-6	-0.1	-3	-1.7	1	7	87	1
CC[C@@]1(C(=O)OC)N[C@H](CN(C)C(=O)Nc2ccc(OC)cc2)[C@@H]2C(=O)N(Cc3ccccc3)C(=O)[C@@H]21
 : -8	-4	3	0.0	-1	2.1	2	-7	99	0
Cc1cc(N(C)Cc2ccccc2)nc(-c2ccccc2)n1
 : -9	-3	-5	0.4	8	4.5	5	-5	100	-3
COc1ccccc1-c1noc(CCC(=O)Nc2cccc(C)c2)n1
 : -1	-6	-2	-0.1	0	-0.9	-1	-3	98	2
C[C@@H]1CN([C@H](C)CO)C(=O)c2cc(Br)cnc2O[C@H]1CN(C)C(=O)Nc1ccc2c(c1)OCO2
 : 2	-1	5	0.4	-2	0.2	1	2	94	1
CCN(C(=O)CSc1nccn1C)c1cccc2ccccc12
 : -5	-3	2	-0.3	-20	1.1	-1	-7	102	-6
CC(=O)OCCN1C(=O)c2cccnc2C1=O
 : -7	-2	5	-0.1	-2	-2.1	0	-2	108	2
COCCn1cc(C(=O)NCc2cccs2)c2c3ccccc3n(C)c2c1=O
 : 5	4	14	1.0	-4	-0.7	3	-4	110	-2
CCOC(=O)C(=CN=C(N)Nc1nc2ccccc2o1)C(=O)OCC
 : -10	-9	10	-0.2	12	-0.8	1	0	99	.
CC1CCC(C(=O)NC(C(=O)NCCc2ccc(S(N)(=O)=O)cc2)C(C)C)CC1 (stereo unspecified)
 : -10	-6	2	-0.1	16	-0.8	2	-18	98	-4
O=C(O)CCCCCNc1nc(=S)[nH]c2ccccc12
 : 7	-1	-27	-0.2	4	-1.9	0	1	100	2
Cc1cccc(C)c1NC(=O)C1(C)CSCC(=O)N1CCc1ccc(O)cc1 (stereo unspecified)
 : .	0	.	-0.2	15	.	.	6	.	.
COc1ccc(N2C(=O)CSC23CCCCC3)cc1
 : -1	-9	19	-0.1	1	2.1	1	-7	96	12
CC(=O)NC(Cc1ccccc1)C(=O)OCC(=O)c1ccc(F)cc1 (stereo unspecified)
 : -4	-4	3	0.0	-2	-2.6	0	2	100	0
COc1cc(/C=N/n2cnnc2)ccc1OCC(=O)N1CCOCC1
 : 16	-10	-2	0.1	-2	-0.8	1	-1	97	.
CS(=O)(=O)c1cccc(C(=O)Nc2ccc(S(=O)(=O)N3CCCCC3)cc2)c1
 : -10	0	15	-0.2	-5	-3.6	-1	4	101	6
CCS(=O)(=O)C(=C1Nc2ccccc2N1)S(=O)(=O)CC
 : 5	-1	-4	-0.2	-2	-1.3	-2	0	96	11
Cc1onc(-c2ccccc2)c1CNS(=O)(=O)c1ccccc1[N+](=O)[O-]
 : -2	-2	5	2.6*	-5	0.0	0	9	94	-5
CCCCn1c(N)c(N(CCOC)C(=O)c2ccc(OCc3c(C)noc3C)cc2)c(=O)[nH]c1=O
 : -19	-6	19	-0.1	3	-2.5	0	-2	100	-4
COc1ccc(C(=O)NC(C)c2nnc(SCc3ccc(Cl)c(Cl)c3)n2C)cc1 (stereo unspecified)
 : -7	-11	-2	0.0	-1	-2.5	2	-1	98	-3
COc1cc(/C=N/NC(=O)CCN2CCN(Cc3ccccc3)CC2)cc(OC)c1OC
 : -12	-5	5	-0.1	-1	-2.0	5	-4	103	-1
CCc1ccc(CNC(=O)C2CCCN(c3nnc(C)c4c(C)n(-c5ccccc5)nc34)C2)cc1 (stereo unspecified)
 : -1	4	13	0.7	58*	19*	11	-2	99	-16
CN(C)/C=C(/C(=O)c1ccc(Cl)c(Cl)c1)S(C)(=O)=O
 : 3	-11	3	-0.1	2	0.8	3	2	94	0
Cc1cc2ncn(C(=O)N3CCC(C)CC3)c2cc1C
 : -1	-17	-3	-0.5	4	-0.8	-2	7	108	-5
N#Cc1ccc(NC(=O)Cn2c3[n+](c4ccc(C(F)(F)F)cc42)CCCCC3)cc1
 : 7	-6	-3	0.0	-3	0.6	1	10	94	-2

# Going on with the list:
# Fields – TLR9-MyD88 inh	NOD2 RIPK2 PPI	MC4R antagonist	aDG glyco up	Exocytosis inh	MC4R ag barr	N-glyco inh	ABHD5-PLIN5 inh	ABCB6 inh 2	Vif inh
O=C(COC(=O)c1ccccc1-n1cnnn1)c1ccc(F)c(F)c1
 : -1	-14	-3	0.3	-6	-1.6	-2	1	101	-14
CC(=O)NCc1ccc(C(=O)COC(=O)COc2ccc(Cl)c(C)c2)s1
 : -11	2	1	-0.2	0	0.5	3	10	95	11
O=C(OCCCOc1ccc(F)cc1)c1ccc(O)cc1O
 : 1	2	1	0.2	0	2.3	.	-7	93	.
O=c1cc(-c2ccc(Cl)cc2)[nH][nH]1
 : 5	0	7	-0.1	-2	-0.8	-1	-70	96	57*
COc1ccc(/C=N\NC(=O)CCc2c(C)n[nH]c2C)c(OC)c1OC
 : -3	-20	11	0.0	-16	-2.0	5	2	97	4
C=CCNC(=O)c1ccccc1NC(=O)COc1ccccc1
 : 6	4	-7	0.0	-1	-2.3	-5	1	105	16
COC(=O)/C(=N/Nc1ccccc1)N1CCCc2ccccc21
 : -5	0	3	0.3	21	0.8	-7	-1	98	2
Cc1occc1-c1nnc(SCC(=O)Nc2nc3ccccc3s2)o1
 : -3	-2	4	0.2	-7	3.3	1	3	103	-5
O=C1CNC(=O)/C1=C/c1ccc(O)cc1
 : 4	-7	-7	0.4	-1	1.1	2	22	99	19
Cc1cccc(C)c1NC(=O)C(c1cc2ccccc2o1)N1CCC(c2ccccc2)CC1 (stereo unspecified)
 : .	2	.	-0.2	0	.	.	-2	.	.
NS(=O)(=O)c1ccc(NC(=O)CSc2nnc(C3CC3)n2C2CC2)cc1
 : 3	3	4	0.1	-4	-2.1	0	2	99	-6
CCCOc1ccc(C(=O)N/N=C/c2ccc(-c3ccc(S(=O)(=O)Nc4ncccn4)cc3)o2)cc1
 : -5	6	-8	-0.1	-2	-1.8	-1	-12	98	4
COc1ccc(-c2cc(C(=O)Nc3ccc4c(c3)OCO4)no2)cc1
 : 7	3	3	0.1	-4	-2.1	-2	-2	100	53*
N=C(N)N=Nc1c(O)[nH]c2ccc(Br)cc12
 : -3	1	-29	0.2	0	0.9	7	4	89	12
CC(C)(Oc1ccc(Cl)cc1)C(=O)Nc1ncccn1
 : -2	0	-5	-0.3	1	2.2	0	2	98	-2
COc1ccc(-n2c(SCC(=O)NNC(=O)c3ccc(C)cc3)nnc2-c2ccncc2)cc1
 : 5	-19	26	-0.1	8	3.5	0	4	93	4

# Some of the compounds tested; the hit share may differ from the screen's.
